# APP 5'UTR act = APP 5'UTR luciferase reporter activation. SH-SY5Y APP 5'UTR luciferase reporter, luminescence; zero percent = DMSO vehicle wells. activation, % at 2 µM. actives 1% (n = 190,000). AID 1276;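 active means activation above a set limit, based on mean plus 3 SD of controls, cut at about 140% in these data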; further: values of inactives mirror those of a sister screen read the other way
# Diaph inh CS = diaphorase inhibition or chemical oxidation counter-screen | diaphorase resazurin-to-resorufin fluorescence, NADH, 16 min; bacterial (C. kluyveri) enzyme, not human | inhibition, % at 20 µM | actives 0.69% (n = 190,000) | AID 1217;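 active means primary screen inhibition at 20 µM above a set limit, cut at about 50% in these data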;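 further: plate controls were DMSO with full reaction for no effect and wells lacking NADH for full effect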
#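 Assay system: diaphorase enzyme from Clostridium kluyveri. Quantity: enzyme working solution with 0.14 U/mL diaphorase. Schedule: reaction incubation of 16 min at room temperature. Technique: resorufin fluorescence, excitation 544 nm, emission 590 nm. Controls: No-NADH positive control and DMSO neutral control.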
# STAT1 act = STAT1 signaling activation | NIH 3T3 STAT1-luciferase reporter, IFN-gamma, luminescence; 100% = IFN-gamma alone, no compound | actives 2.6% (n = 200,000) | activation (% of control), % at 5.5 µM;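 active means activation above the screen-wide mean activation plus 3 SD, cut at about 130% in these data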;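 further: raw ratio to IFN-gamma control signal so 100% means no change and 0% no light; values of inactives mirror those of a sister screen read the other way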
# FLuc act counter = firefly luciferase counter-screen for stimulation assays. ATPlite luciferase biochemical, luminescence, 10 min; 0 = ATP-free wells, 1 = DMSO control. activation factor at 10 µM. 200,000 tested, under 10 active. AID 1027;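 active means luciferase activation factor, scaled between plate controls, of at least 2 with compound at 10 µM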
# Target sequence (P08659 whole entry, looked up): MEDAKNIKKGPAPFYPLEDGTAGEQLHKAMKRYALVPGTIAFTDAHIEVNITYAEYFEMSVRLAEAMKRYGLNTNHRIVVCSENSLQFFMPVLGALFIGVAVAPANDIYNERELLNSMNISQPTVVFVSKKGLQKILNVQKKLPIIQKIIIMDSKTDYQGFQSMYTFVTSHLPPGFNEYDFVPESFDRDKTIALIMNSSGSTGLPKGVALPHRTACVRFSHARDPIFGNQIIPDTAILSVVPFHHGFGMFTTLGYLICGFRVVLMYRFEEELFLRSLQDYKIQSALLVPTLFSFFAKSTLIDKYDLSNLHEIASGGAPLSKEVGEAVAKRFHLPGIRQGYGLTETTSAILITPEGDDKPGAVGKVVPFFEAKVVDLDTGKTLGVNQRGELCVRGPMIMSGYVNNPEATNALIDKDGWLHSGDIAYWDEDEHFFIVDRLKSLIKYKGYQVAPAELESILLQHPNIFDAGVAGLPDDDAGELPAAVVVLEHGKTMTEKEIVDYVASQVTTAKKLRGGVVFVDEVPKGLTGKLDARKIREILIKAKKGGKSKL
#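 System: luciferase plus luciferin reagent, cell-free; medium: PBS as buffer for the ATP substrate; dosing: test compounds dosed from 2 mM stocks in 100% DMSO; timing: 10 min post-reagent at room temperature; measured by: luminescence measurement of luciferase light output; evaluation: luciferase activation, seen as luminescence increase over controls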
# Diaph act CS = diaphorase activation or chemical reduction counter-screen. actives 0.005% (n = 190,000). AID 1229. activation factor at 20 µM. Diaphorase/resazurin coupled assay, resorufin fluorescence, 16 min; hits give high values; 1 = vehicle wells, 0 = NADH-free wells;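 active means diaphorase activity raised at least twofold by the compound at 20 µM; inactive means activation factor below 2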
#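 Material: purified diaphorase enzyme from Clostridium kluyveri; Also added: 0.114 mM NADH and 0.1 mM resazurin, final amounts; Doses: single compound dose of 20 µM, 1% DMSO final; Times: 16 min enzyme reaction, ambient temperature; Detection: resorufin fluorescence, excitation 544 nm, emission 590 nm; Measure: increased resorufin signal from activators or reducing compounds.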
# FLuc inhib CS = inhibits firefly luciferase, flagging false hits in luciferase inhibition screens; P08659; inhibition, % at 10 µM; ATPLite firefly luciferase biochemical luminescence, 10 min; actives 1.5% (n = 200,000);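 active means inhibition above about 50% when tested at 10 µM, limit read from the data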
# TLR4-MyD88 BLA = blocks binding of human TLR4 to MyD88 | O00206+Q99836 | HeLa CL3-4 TLR4/MyD88 BLA complementation, FRET ratio | inhibition, % at 8.4 µM | actives 0.18% (n = 200,000); in the data active means inhibition above about 25%;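 further: 0% = vehicle and 100% = reference inhibitor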
# NF-kB expr up = NF-kB expression increase, human neuronal cells | NF-kB reporter expression; hits give high values | actives 1.6% (n = 190,000) | fold change at 12.5 µM | AID 1239; in the data active means fold change above about 3.3
# G6PDH CS = counter-screen for G6PDH assay hits: L. mesenteroides G6PDH inhibition. actives 0.12% (n = 200,000). inhibition, % at 5 µM. Purified L. mesenteroides G6PDH, diaphorase/resazurin coupled fluorescence, 45 min; in the data active means inhibition above about 50%
# APP 5UTR inh = APP translation inhibition; SH-SY5Y APP 5'UTR-luciferase reporter, luminescence; inhibition, % at 2 µM; actives 0.82% (n = 190,000); AID 1285;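 active means inhibition above a set limit, derived from the sample mean plus 3 SD, cut at about 45% in these data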; further: values of inactives mirror those of a sister screen read the other way
# An asterisk follows results filed as active; / = no result given.
molecule	APP 5'UTR act	Diaph inh CS	STAT1 act	FLuc act counter	Diaph act CS	FLuc inhib CS	TLR4-MyD88 BLA	NF-kB expr up	G6PDH CS	APP 5UTR inh
CC12CCC(=O)N1C(C(=O)OCC(=O)Nc1cccc(Br)c1)CS2 (stereo not drawn)	6	16	94	1	0.8	-5	-2	1.1	2	-6
O=C1C2C3C=CC(C3)C2C(=O)N1CCCCN1C(=O)C2C3C=CC(C3)C2C1=O (stereo not drawn)	-2	2	109	1	1	-1	11	1	2	2
CC(C)NS(=O)(=O)c1ccc(N2C(=O)c3ccccc3C2=O)cc1	/	-2	88	1	1	1	2	1.1	0	/
C1=CC2CC1CC2CNCc1ccco1 (stereo not drawn)	-5	0	91	1	1	-4	-8	0.96	-6	5
Cc1ccc(-n2nc3c([n+]2[O-])CCc2nonc2-3)cc1	-1	4	113	1	1	-1	-2	1.4	2	1
Brc1ccc(C2NCCS2)cc1 (stereo not drawn)	-3	3	106	1	1	-4	-4	1	5	3
O=C(CN1C(=O)NC2(CCCCCCC2)C1=O)NC(=O)NCc1ccco1	-4	17	96	1.1	0.8	-8	-14	0.9	1	4
O=C(Cc1cccs1)NCC1CCCO1 (stereo not drawn)	-3	28	86	1.1	0.7	-7	1	0.74	0	4
COC(=O)CC/C(O)=C1\C(=O)CC(C)(C)CC1=Nc1ccccc1OC	11	15	99	1.1	0.8	-5	-7	1.2	1	-11
COc1ccc(N2CC(C(=O)Nc3cccc(C)n3)CC2=O)cc1 (stereo not drawn)	14	0	95	1	1	-3	-4	1	-3	-14
CCCC1(CCC)NC(=O)N(CC(=O)Nc2cccc(OC)c2)C1=O	6	10	88	1.1	0.9	-8	-1	0.98	-2	-6
O=S(=O)(Nc1ccc(Cc2ccncc2)cc1)N1CCCC1	14	7	104	1	0.9	-4	5	1.1	20	-14
Cc1cccc(C)c1N/C=C/c1onc(C)c1[N+](=O)[O-]	-7	13	98	1.1	0.9	-9	6	0.98	12	7
O=C(CC(=O)NN=C1CCCCCC1)NCc1cccnc1	-1	-2	94	1	1	-5	2	1.4	2	1
O=C(NC1CCCCC1)N(Cc1nc2ccccc2c(=O)[nH]1)C1CCCCC1	7	2	106	1	1	-1	0	1.4	-2	-7
O=C(CSc1nnc(-c2ccccc2)n1Cc1ccco1)NCc1ccc2c(c1)OCO2	-10	-2	102	1.1	1	-5	-3	1	0	10
CCC(C)NS(=O)(=O)c1ccc(NC(C)=O)cc1 (stereo not drawn)	/	3	97	1	1	-3	-3	1.2	1	-27
CCNC(=O)/C(=C\C=C\c1ccccc1)NC(=O)c1ccc(Br)o1	23	2	94	0.9	1	14	8	0.89	-4	-23
CC1CCc2nc(NC(=O)C3CC3)sc2C1 (stereo not drawn)	21	-2	120	0.8	1	15	5	1.9	2	-21
CC(C)CC(=O)Nc1ccccc1N1CCN(c2ccccc2)CC1	7	14	99	1.1	0.9	-7	4	1	6	-7
Cc1cccc(NC(=O)C2(C)CC3c4ccccc4C2c2ccccc23)c1 (stereo not drawn)	-8	6	100	1	0.9	4	-13	1.5	7	8
CC(=O)Nc1ccc(N2CCOCC2)c([N+](=O)[O-])c1	12	6	107	1	0.9	0	11	1.2	1	-12
CCN1C(=O)c2ccc(C(=O)O)cc2C1=O	-4	11	111	1.1	0.9	-6	-5	1.3	-2	4
CCOC(=O)c1c(NC(=S)Nc2ccccc2C)sc2c1CCC2	-6	21	97	1	0.8	-5	-6	1.1	3	6
CC1(C)CC(=O)C(CC(=O)Nc2cc(C(F)(F)F)ccc2Cl)C(=O)C1	-11	2	92	1.1	1	-7	-11	1.2	3	11
CC#CCN(CC#CC)S(=O)(=O)c1ccc(-n2cnnn2)c(OC)c1	8	20	98	1	0.8	-2	-6	1	9	-8
O=C1NC(=O)/C(=C/c2ccccc2OCc2ccccc2)S1	4	12	111	1	0.9	-3	-23	1.2	6	-4
CCCSc1ccc(-c2nn(-c3ccccc3)cc2/C=C(/C#N)C(=O)N2CCOCC2)cc1	0	8	90	1	0.9	1	-14	1	4	0
CCOC(=O)c1c(C)[nH]c(C(=O)CSc2nnc(Nc3ccccc3F)s2)c1C	-4	4	97	1	1	4	-14	1.2	5	4
O=S(=O)(O)c1ccc(N2N=C(c3ccccc3)CC2c2ccccc2)cc1 (stereo not drawn)	-10	5	104	1	1	2	-1	0.96	1	10
CCOC(=O)C1CCN(C(=O)CSc2ccc(Cl)cc2)CC1	12	4	100	1	1	-3	1	1.6	4	-12
CC1(C)CC(=O)c2cc(N=C/C(C(=O)c3ccccc3)=C(\O)c3ccccc3)c(=O)oc2C1	38	9	132*	1.1	0.9	-6	0	1.3	7	-38
CCOC(=O)Nc1nnc(-c2cccc(OC)c2)s1	-9	10	106	0.9	0.9	6	-3	1.3	-10	9
ON/C=N/C(=S)Nc1ncc(C(F)(F)F)cc1Cl	-2	15	103	1.1	0.9	-8	-5	2.1	-1	2
Cc1ccc(NC(=O)Nc2ccnc(-c3cccnc3)n2)cc1	-83	-5	82	1	1.1	1	-3	0.96	-6	83*
O=c1cc(Cn2ccnc2)c2cc3c(cc2o1)CCC3	12	12	109	1	0.9	-1	2	1.2	0	-12
COc1ccc(S(=O)(=O)NCc2ccc(C(=O)N3CCN(c4ccccn4)CC3)cc2)cc1	-1	11	97	1.1	0.9	-7	-9	0.63	7	1
Cc1ccc(O)c(C(=O)c2cc(C#N)c(=O)n(-c3nccs3)c2)c1	8	8	103	1	0.9	-4	4	/	15	-8
O=C(COC(=O)/C=C/c1ccccc1)Nc1ccccc1Br	24	8	98	1	0.9	-2	-4	1.2	4	-24
CC(=O)N1CCN(CC(=O)Nc2sccc2C#N)CC1	17	13	100	1.1	0.9	-9	4	0.88	8	-17
COc1ccc(CCNC(=O)c2nnn(-c3ccc4c(c3)OCCO4)c2N)cc1OC	53	20	96	1	0.8	2	1	0.35	-18	-53
O=C(Nc1nc2ccccc2[nH]1)c1cccc(S(=O)(=O)N2CCOCC2)c1	16	6	111	0.9	0.9	14	5	1.3	18	-16
CCCc1nc2ccccc2c(C(=O)OC(C)C(=O)NCc2ccc3c(c2)OCO3)c1CC (stereo not drawn)	-13	29	93	1	0.7	-4	-2	1.1	-4	13
O=c1c2ccccc2nc(-c2ccccc2)n1CCN1CCOCC1	9	5	100	1	1	-1	10	2.1	2	-9
COCC(C)NC(=S)Nc1ccccc1[N+](=O)[O-] (stereo not drawn)	1	0	103	1	1	-4	-7	1.1	9	-1
CCCc1ccc(OCC(=O)Nc2cc(S(=O)(=O)CC)ccc2O)cc1	-2	16	109	1	0.8	3	-12	1.1	12	2
O=C(CSc1nc2ccc(Cl)cc2[nH]1)NCCc1ccc(Cl)cc1	9	10	95	1.1	0.9	-7	6	0.99	-2	-9
O=C(CSc1ccccc1)NCCCN1CCOCC1	9	21	109	1.1	0.8	-6	1	1.1	1	-10
COC(=O)CNC(=O)c1ccccc1[N+](=O)[O-]	13	/	92	/	/	/	0	/	/	-13
Cc1ccc(N2CC(C(=O)Nc3nccs3)CC2=O)cc1 (stereo not drawn)	-3	3	101	1.1	1	-10	-1	0.88	1	3
CC(C)Cn1c(-c2nn(C)cc2Cl)n[nH]c1=S	-8	8	100	1	0.9	-2	-17	1.4	1	8
O=C(Nc1ccccc1)OCC1CCCN2CCCCC12 (stereo not drawn)	1	3	105	1	1	-1	3	1.1	3	-1
CCOC(=O)C1CCCN(C(=O)COC(=O)C2=COCCO2)C1 (stereo not drawn)	2	21	106	1	0.8	-3	0	1.1	3	-2
CCOC(=O)c1[nH]c2ccc(F)cc2c1NC(=O)CN1CCc2cc(OC)c(OC)cc2C1	-1	37	87	1	0.6	-4	-11	0.59	-1	1
COCCN(C(=S)Nc1c(C)cc(C)cc1C)C(C)c1cccs1 (stereo not drawn)	6	6	89	1	0.9	-3	5	0.92	5	-6
O=[N+]([O-])c1cccc(C(=S)N2CCN(c3ccc(F)cc3)CC2)c1	-18	20	92	1.1	0.8	-6	6	1.1	4	18
CCOc1ccc(/C(O)=C/C(=O)C(=O)Nc2ccc(S(=O)(=O)NC(C)=O)cc2)cc1	1	9	102	0.9	0.9	12	13	1.2	11	-1
CCCCCCC1C(C#N)=C(N)OC2=C1C(=O)CC(C)(C)C2 (stereo not drawn)	-8	18	104	1.1	0.8	-6	-12	1.2	-6	8
O=C1c2ccccc2C(=O)N1CC(O)COCc1ccccc1 (stereo not drawn)	6	12	100	1.1	0.9	-11	-5	1	4	-6
OCCC1CN(C2CCN(c3ccccc3F)CC2)CCN1Cc1ccccc1 (stereo not drawn)	1	26	99	1	0.7	-3	0	0.97	14	-1

# APP 5UTR inh: what is marked active above
compound,APP 5'UTR act,STAT1 act,FLuc inhib CS,TLR4-MyD88 BLA,NF-kB expr up,APP 5UTR inh
Cc1ccc(NC(=O)Nc2ccnc(-c3cccnc3)n2)cc1,-83,82,1,-3,0.96,83*

# Exported with two lines to a compound: entries from further up
# Below each compound: APP 5'UTR act, Diaph inh CS, STAT1 act, FLuc act counter, Diaph act CS, FLuc inhib CS, TLR4-MyD88 BLA, NF-kB expr up, G6PDH CS, APP 5UTR inh
CCOc1ccc(/C(O)=C/C(=O)C(=O)Nc2ccc(S(=O)(=O)NC(C)=O)cc2)cc1
    1, 9, 102, 0.9, 0.9, 12, 13, 1.2, 11, -1
CCCCCCC1C(C#N)=C(N)OC2=C1C(=O)CC(C)(C)C2 (stereo not drawn)
    -8, 18, 104, 1.1, 0.8, -6, -12, 1.2, -6, 8
O=C1c2ccccc2C(=O)N1CC(O)COCc1ccccc1 (stereo not drawn)
    6, 12, 100, 1.1, 0.9, -11, -5, 1, 4, -6
OCCC1CN(C2CCN(c3ccccc3F)CC2)CCN1Cc1ccccc1 (stereo not drawn)
    1, 26, 99, 1, 0.7, -3, 0, 0.97, 14, -1

# The list goes on:
molecule	APP 5'UTR act	Diaph inh CS	STAT1 act	FLuc act counter	Diaph act CS	FLuc inhib CS	TLR4-MyD88 BLA	NF-kB expr up	G6PDH CS	APP 5UTR inh
COc1ccc(NS(=O)(=O)c2cc(Cl)ccc2Cl)cc1S(=O)(=O)N1CCCCC1	12	16	89	1.1	0.8	-7	-11	1.1	9	-12
O=C(COc1ccccc1)Nc1ncccn1	21	9	105	1	0.9	-4	-5	1.2	1	-21
Cc1ccc(C2=N/C(=C/N3CCOCC3)C(=O)O2)cc1	81	10	129*	0.9	0.9	12	0	2.5	-8	-81
Cc1cc(NC(=O)CSc2nc3c(c(=O)n(C)c(=O)n3C)n2C(C)C)no1	-8	8	97	1	0.9	2	2	0.59	8	8
Cc1ccc(S(=O)(=O)Oc2ccc(/C=N/N=C3/NC(=O)C(CC(=O)O)S3)cc2)cc1 (stereo not drawn)	/	4	/	1.1	1	-6	/	/	6	/
